Screens: PubChem, several laboratories
LMP1 NFkB inh = Epstein-Barr LMP1 NF-kappaB reporter inhibition; LMP1-induced NF-kappaB luciferase reporter cells, luminescence; inhibition, % at 12.5 µM; 350,000 compounds, 0.69% hits; AID 504558; in the data active = inhibition above about 41%;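 also: 0% = neutral control wells and 100% = reference inhibitor control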
CF NFkB block = blocks PAF-induced NF-kB reporter in cystic fibrosis cells | inhibition, % at 5 µM | AID 588850 | 360,000 compounds, 0.86% hits | KKLEB NF-kB-GFP reporter, GFP fluorescence overnight;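 active = at least 50% inhibition at 5 µM, scaled per plate between neutral and stimulator controls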;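 also: PAF is a Pseudomonas aeruginosa culture filtrate used as stimulus; plate controls were PAF-stimulated DMSO wells for no effect and unstimulated DMSO wells for full effect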
HIF-2a inh = blocks HIF-2a reporter activity | 360,000 compounds, 0.72% hits | 786-0 RCC cells HIF-2a reporter, luciferase luminescence, overnight | inhibition, % at 18.8 µM | AID 624352;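 active = inhibition of the luminescence signal of 40% or more relative to plate controls, in a single-dose primary screen at 18.75 µM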
iPSC survival up = enhancers of human iPSC single-cell survival | AID 602274 | hiPSC single-cell survival, ATPlite luminescence; 100% = ROCK inhibitor wells, 0% = DMSO | survival enhancement, % at 20 µM | 360,000 compounds, 0.044% hits; in the data active = survival enhancement above about 18%;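 also: cells exposed to compounds for 16 hours before the ATP read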
Shn3 3UTR inh = Schnurri-3 reporter inhibition in Clone20 osteoblasts. Clone20 osteoblast Shn3 3'UTR firefly luciferase, 24 h. inhibition, % at 12.5 µM. 360,000 compounds, 0.52% hits;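 active = mean inhibition of at least 75% with every replicate also reaching 75%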;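 also: 0% = median of neutral control wells and 100% = pilot-screen positive control compound; some compounds past the cut are filed as inactive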
NR2E3 ag-1 = agonists of human NR2E3 nuclear receptor. CHO-S Gal4-NCOR/VP16-NR2E3 two-hybrid, luciferase. 360,000 compounds, 0.35% hits. Q9Y5X4. inhibition of corepressor binding, % at 3.98 µM. AID 602229;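 active = inhibition above the mean of all tested compounds plus 3 SD, cut at about 70% in these data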;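 also: 0% = DMSO with NR2E3 transfected cells and 100% = cells lacking NR2E3 construct; higher means lower luciferase signal from less NR2E3 corepressor binding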
Target sequence (Q9Y5X4 whole entry, looked up, the tested form may be a part): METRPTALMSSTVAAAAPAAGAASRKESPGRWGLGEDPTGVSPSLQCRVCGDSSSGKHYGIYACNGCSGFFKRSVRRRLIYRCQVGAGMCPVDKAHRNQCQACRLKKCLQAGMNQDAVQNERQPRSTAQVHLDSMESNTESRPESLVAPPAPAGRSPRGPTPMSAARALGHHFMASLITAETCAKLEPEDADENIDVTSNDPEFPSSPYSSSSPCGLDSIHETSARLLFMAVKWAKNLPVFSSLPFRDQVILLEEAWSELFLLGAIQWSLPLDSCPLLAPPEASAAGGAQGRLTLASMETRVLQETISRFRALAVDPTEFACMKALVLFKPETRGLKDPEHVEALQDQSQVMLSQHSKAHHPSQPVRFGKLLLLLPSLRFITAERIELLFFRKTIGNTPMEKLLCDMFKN
MITF TRPM1 inh = reduces MITF-dependent TRPM1 promoter luciferase signal; SK-MEL-5 TRPM1 promoter luciferase, 24 h; inhibition, % at 12.5 µM; 330,000 compounds, 0.83% hits; AID 488899;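 active = mean inhibition across replicates of 60% or more, whatever share of single replicates reaches that level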; also: values of inactives mirror those of a sister screen read the other way
TRAIL sens C8 = caspase-8 TRAIL sensitization; NB7+C8 cells + TRAIL, ATPlite viability luminescence; 360,000 compounds, 1% hits; inhibition (viability loss, TRAIL sensitization), % at 10 µM;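 active = compounds causing at least 50% loss of cell viability in the single-dose screen, relative to plate controls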
NR2E3 ag-2 = agonists of human nuclear receptor NR2E3; Q9Y5X4; inhibition of corepressor binding, % at 4.78 µM; GST-NR2E3/biotin-RetCOR TR-FRET, 1536-well; AID 2300; 320,000 compounds, 0.12% hits;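 active = percent inhibition above the cutoff of mean plus 3 SD of all tested compounds, set per screening campaign, cut at about 20% in these data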;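 also: 0% = DMSO wells and 100% = biotin wells as full block of FRET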
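Material: NR2E3–RetCOR corepressor complex / Incubation: Compound–protein incubation for 5 h at 4 °C / Dosing: compound at 4.8 µM, single dose / Detection: time-resolved FRET / Benchmarks: high control biotin, low control 0.6% DMSO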
Peg3 promoter = inhibitors of Peg3 promoter. AID 588405. inhibition, % at 20 µM. HeLa PEG-Prom luciferase reporter, luminescence, overnight. 360,000 compounds, 1.7% hits;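 active = inhibition of at least 50% at 20 µM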
KKLEB cytotox = counter-screen for CF NF-kB inhibitors: cytotoxicity | KKLEB CF airway cells viability, ATPlite luminescence, overnight; active compounds read low; cells stimulated with P. aeruginosa culture filtrate | activity change (cytotoxicity), % at 5 µM | 360,000 compounds, 0.36% hits;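 active = corrected activity change at or below -50% at 5 µM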
Numbers without * were called inactive; . = no result given. The list is partial; rates above refer to the full screens.

SMILES | LMP1 NFkB inh | CF NFkB block | HIF-2a inh | iPSC survival up | Shn3 3UTR inh | NR2E3 ag-1 | MITF TRPM1 inh | TRAIL sens C8 | NR2E3 ag-2 | Peg3 promoter | KKLEB cytotox
COc1ccc(Cn2c(CO)cnc2SCC(=O)Nc2cc(C)on2)cc1 | -6 | 21 | 9 | -0.4 | 6 | -14 | -8 | -6 | -4 | 8 | 11
O=C(CCS(=O)(=O)c1ccc(Cl)cc1)Nc1nnc(-c2cccs2)o1 | -3 | 29 | 6 | 0.1 | 4 | 7 | 13 | 6 | -3 | -13 | -2
COc1ccccc1N1C(=O)c2ccccc2NC1c1cc(OC)c(OC)c(OC)c1 (stereo unspecified) | -2 | 5 | 7 | -0.5 | -16 | 12 | 4 | -5 | 0 | 12 | 3
CCCn1nc([N+](=O)[O-])c(C(C#N)c2nc3ccccc3o2)c(Cl)c1=O (stereo unspecified) | 3 | 13 | -6 | -1.3 | 20 | -36 | 6 | 7 | 1 | 19 | 6
CC(NC(=O)c1ccccc1)c1nnc(SCc2nc3ccccc3c(=O)[nH]2)n1C (stereo unspecified) | -7 | -11 | 4 | 0.4 | -9 | -6 | -4 | 1 | 3 | 5 | 11
O=C(CCC(=O)OCCOc1ccccc1)OCCOc1ccccc1 | . | -16 | -12 | 0.3 | 12 | -1 | . | -10 | . | 12 | -13
Cc1cc(/C=N\NC(=O)COc2cccc3cccnc23)c(C)n1-c1ccccc1 | 5 | -15 | -121 | 0.1 | -20 | 1 | -33 | 23 | -1 | -98 | 5
CCN(CC)CCCC(C)NC(=O)c1ccc(C(F)(F)F)cc1 (stereo unspecified) | 6 | 6 | 2 | -1.6 | 16 | 26 | -6 | 1 | -1 | -9 | 6
CCc1nnc(NC(=O)CCn2cnc3ccccc3c2=O)s1 | 5 | 8 | 12 | 0.4 | 4 | -9 | -1 | 7 | 3 | -3 | 1
CC(C)N1CCN(Cc2cc3ccccc3[nH]2)CC1CCO (stereo unspecified) | -5 | 6 | -10 | 1.4 | -6 | -3 | -12 | -2 | -5 | 21 | -9
Cc1ccc(S(=O)(=O)CNC(=S)c2cccc(C)c2)cc1 | 7 | 4 | 0 | 2.3 | -8 | 2 | 5 | -17 | 3 | 16 | -5
CC(=O)Nc1ccc(C=NNc2nnc(NN=Cc3ccc(NC(C)=O)cc3)c3ccccc23)cc1 | 45* | -13 | -70 | -6.5 | 8 | -25 | -1 | 64* | . | -77 | -28
COCCN1C(=O)c2cc(C(=O)Nc3ccc(OC)c(OC)c3)ccc2C1Nc1ccc(OC)c(OC)c1 (stereo unspecified) | 12 | -13 | 22 | -1.9 | 2 | 20 | -13 | -4 | -2 | 4 | -1
COc1ccc(-c2ccc(/C=C(\NC(=O)c3ccccc3)C(=O)N3CCOCC3)o2)cc1 | -8 | -20 | 21 | 0.5 | 12 | -12 | -3 | -4 | 2 | 17 | -5
COc1ccc(-c2cc(C(=O)OCC(=O)NC3CC3)c3ccccc3n2)cc1OC | -1 | 34 | -11 | -0.4 | -2 | -15 | 6 | 5 | . | -10 | -14

Shown with each value named: part of the list above.
CC(C)N1CCN(Cc2cc3ccccc3[nH]2)CC1CCO (stereo unspecified)
  LMP1 NFkB inh: -5; CF NFkB block: 6; HIF-2a inh: -10; iPSC survival up: 1.4; Shn3 3UTR inh: -6; NR2E3 ag-1: -3; MITF TRPM1 inh: -12; TRAIL sens C8: -2; NR2E3 ag-2: -5; Peg3 promoter: 21; KKLEB cytotox: -9

Cc1ccc(S(=O)(=O)CNC(=S)c2cccc(C)c2)cc1
  LMP1 NFkB inh: 7; CF NFkB block: 4; HIF-2a inh: 0; iPSC survival up: 2.3; Shn3 3UTR inh: -8; NR2E3 ag-1: 2; MITF TRPM1 inh: 5; TRAIL sens C8: -17; NR2E3 ag-2: 3; Peg3 promoter: 16; KKLEB cytotox: -5

Next records follow:
SMILES | LMP1 NFkB inh | CF NFkB block | HIF-2a inh | iPSC survival up | Shn3 3UTR inh | NR2E3 ag-1 | MITF TRPM1 inh | TRAIL sens C8 | NR2E3 ag-2 | Peg3 promoter | KKLEB cytotox
CC(NC(=O)c1ccccc1)C(=O)OCC(=O)Nc1cccc(S(=O)(=O)N2CCCC2)c1 (stereo unspecified) | -11 | 6 | 8 | 0.3 | 12 | -54 | 7 | -6 | . | 8 | 4
Clc1ccc(Oc2nc3ccccc3n3cccc23)cc1 | 4 | 15 | 11 | 2.4 | 5 | -13 | 20 | 0 | 4 | 12 | -12
Cc1c(NC(=O)CSc2nc(N)cc(N)n2)c(=O)n(-c2ccccc2)n1C | 0 | 1 | 7 | -0.1 | -20 | 3 | 3 | 1 | -3 | -9 | 5
O=C(NC1CCCN(Cc2ccc(Cl)cc2)C1)c1ccccc1-c1ncc[nH]1 (stereo unspecified) | 5 | 6 | 16 | -0.4 | 23 | -8 | -8 | 9 | . | -13 | 5
CCn1c(NC(C)=O)nc2ccccc21 | 0 | 3 | 13 | -1.1 | -4 | -1 | 5 | -5 | 1 | 3 | -22
CCCN(C(=O)CSc1ncnc2sccc12)c1c(N)n(Cc2ccccc2)c(=O)[nH]c1=O | -3 | -5 | 6 | -0.4 | -3 | -31 | 5 | -14 | 4 | -18 | -21
Cc1ccc(NC(=O)CNNC(=O)c2cccc([N+](=O)[O-])c2)cc1[N+](=O)[O-] | -16 | -32 | -19 | -1.9 | 17 | -27 | -3 | -3 | . | 9 | 12
Nc1nc(CN2CCN(c3ccccn3)CC2)nc(Nc2ccc(Cl)cc2)n1 | 12 | 0 | 6 | 3.6 | -4 | 22 | 23 | -2 | 2 | 17 | -1
CSC1=C(C#N)C(c2ccccc2)C(C(C)=O)=C(C)N1 (stereo unspecified) | -1 | -7 | 13 | 4.4 | 11 | -19 | 14 | 10 | 1 | 5 | 4
O=C(CSc1ccc2ccccc2n1)c1ccccc1 | -46 | -7 | -226 | -0.2 | -36 | -74 | -16 | -5 | 1 | -157 | -4
Nc1c(S(=O)(=O)c2ccccc2)c2nc3ccccc3nc2n1/N=C/c1cccc(O)c1 | -17 | -14 | -15 | 1.4 | 49 | -3 | 15 | -1 | 0 | 87* | 21
COc1ccccc1C(=O)Nn1cnnc1 | -4 | 6 | 16 | -0.1 | -28 | -2 | 20 | -2 | -2 | -1 | -20
COc1ccccc1-c1cccc([C@@H]2C[C@H]3[C@H](CON3C)CN2C(C)=O)c1 | 4 | -8 | 4 | 0.5 | 3 | 7 | -8 | -17 | . | 17 | 2
CCN1CCCC1CNCc1ccc(OCc2ccc(Cl)nc2)c(OC)c1 (stereo unspecified) | 0 | 2 | -26 | 0.3 | 9 | -16 | -5 | -1 | -2 | -12 | 5
Cn1c(N)c(C(=O)CN2CCc3ccccc3C2)c(=O)n(C)c1=O | 1 | -4 | 16 | 2.5 | 16 | -1 | -7 | -1 | 1 | 7 | 5

The list goes on, overlapping the part above by two compounds.
SMILES | LMP1 NFkB inh | CF NFkB block | HIF-2a inh | iPSC survival up | Shn3 3UTR inh | NR2E3 ag-1 | MITF TRPM1 inh | TRAIL sens C8 | NR2E3 ag-2 | Peg3 promoter | KKLEB cytotox
CCN1CCCC1CNCc1ccc(OCc2ccc(Cl)nc2)c(OC)c1 (stereo unspecified) | 0 | 2 | -26 | 0.3 | 9 | -16 | -5 | -1 | -2 | -12 | 5
Cn1c(N)c(C(=O)CN2CCc3ccccc3C2)c(=O)n(C)c1=O | 1 | -4 | 16 | 2.5 | 16 | -1 | -7 | -1 | 1 | 7 | 5
O=C(CSCc1c(Cl)cccc1Cl)NCc1ccccn1 | -7 | -9 | 3 | 0.2 | -18 | -37 | -18 | -2 | -1 | 0 | -17
Cc1ccc(-c2nnc(N3CCN(C(=O)CSc4ncn[nH]4)CC3)c3ccccc23)cc1 | -1 | 25 | 3 | -0.4 | 23 | -11 | 9 | 6 | -4 | 16 | 10
COc1ccc(/C=C(\C#N)C(=O)OCC(=O)NC(C)c2ccccc2)cc1 (stereo unspecified) | 4 | -24 | 15 | -0.5 | -24 | -3 | -7 | -5 | -1 | 8 | 18
Cc1ccc(C=Nc2ccccc2C(=O)Nc2ccccc2)cc1 | -1 | 0 | -17 | 0.9 | -28 | -9 | -10 | 3 | 1 | -59 | 8
N#C/C(=C(/O)c1ccco1)c1nc2ccccc2[nH]1 | 33 | -41 | -161 | -3.3 | -20 | -23 | 16 | 11 | 1 | -78 | 14
COc1ccc2c(c1)[nH]c1c(=O)n(CCN3CCOCC3)cnc12 | -3 | 5 | 4 | -0.3 | -4 | -17 | 10 | -7 | 1 | 11 | 9
Cc1cc(NC(=O)Cn2nnc(-c3ccccc3N)n2)no1 | 10 | 6 | 10 | 5.2 | 4 | -12 | -10 | -4 | -3 | 2 | 2
Cn1c(C(=O)NCc2ccccn2)cc2c(=O)n3ccccc3nc21 | -5 | -4 | -223 | -1.4 | -45 | -47 | -84 | 20 | 4 | -277 | -9
Cc1cccc(C)c1OCc1cc(C(=O)N(C)Cc2nc3ccccc3[nH]2)no1 | 11 | 10 | -11 | 0.3 | 15 | 28 | 3 | 18 | -2 | -8 | 5
C=CCn1c(-c2csc(-c3ccccc3)n2)n[nH]c1=S | 5 | -14 | -92 | 4.6 | -2 | 23 | -3 | -11 | 7 | -42 | 10
CCN(C(=O)/C=C/c1cc(OC)c(OC)c(OC)c1)C1CCCCC1 | 16 | -35 | 2 | -0.6 | 5 | 7 | 1 | 3 | 1 | 18 | 0
COc1ccccc1NC(=O)CS(=O)(=O)c1cccc2nsnc12 | 8 | 4 | 6 | -2.3 | -8 | -12 | 13 | -6 | -1 | 0 | -4
Cc1cc(C)n2nc(C(=O)NCc3cccc(C(F)(F)F)c3)nc2n1 | 3 | -18 | 4 | 0.6 | -12 | 19 | -11 | -9 | -9 | 2 | -9
Cc1noc(COc2ccccc2OCC(N)=O)n1 | . | -11 | 20 | -0.5 | 7 | -1 | . | -5 | 0 | 9 | 13
O=C(/C=C/c1ccc(Cl)cc1)Nc1ccccc1N1CCOCC1 | 4 | 5 | -20 | -1.7 | 0 | -8 | -9 | 8 | -2 | -25 | -2
COC(=O)c1sccc1NC(=O)CNC(=O)c1ccccc1 | 4 | -6 | -11 | 0.0 | -19 | -19 | -11 | 10 | 0 | -16 | 1
Cc1ccc(/C=C/c2nc3ccccc3c(=O)[nH]2)cc1 | 45* | -3 | -217 | -0.7 | 10 | -149 | 22 | 93* | 6 | 3 | -69*
Cc1oc(-c2ccc(Cl)cc2)nc1CS(=O)CC(=O)NC1CC1 (stereo unspecified) | -2 | 1 | 1 | 0.5 | -14 | -42 | 0 | -18 | -3 | -2 | 21
CCOC(=O)c1sc2nc(C)nc(NCc3ccc(Cl)cc3)c2c1C | 40 | -8 | -61 | 1.5 | 64 | 15 | 4 | 8 | -1 | -12 | 11
N#CC1(c2ccccc2)CCCN1C(=O)c1ccc(Br)cc1 (stereo unspecified) | 11 | 4 | 12 | -0.1 | 8 | -11 | 5 | 4 | 5 | 5 | -6
O=C(Nc1ccc(F)cc1)N1CCCN(c2nccc(C(F)(F)F)n2)CC1 | -7 | -11 | 3 | 3.5 | 4 | -9 | -3 | 8 | 2 | 7 | 2
